From PubChem BioAssay
M1 antag: antagonists of human M1 muscarinic receptor; CHO-K1 hM1, Fluo-8 calcium fluorescence, ACh EC80 antagonist; inhibition, % at 3 µM; 1.3% of 360,000 active; AID 588852;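 active means percent inhibition above its own plate's cutoff, namely the mean of that plate's compound wells plus 3 SD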;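 further: peak over basal fluorescence ratio during 140 s after agonist addition; 0% = ACh EC80 plus DMSO and 100% = DMSO alone without agonist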
TAAR1 ag: agonists of human TAAR1; Q96RJ0; CHO RD-HGA16 TAAR1, Fluo-8 calcium fluorescence; vehicle wells 0%, saturating PEA agonist 100%; activation, % at 3 µM; 0.99% of 360,000 active; AID 624467;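 active means activation above the mean activation of all test compounds in the run plus 3 SD, cut at about 38% in these data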
Target sequence (Q96RJ0 whole entry, looked up): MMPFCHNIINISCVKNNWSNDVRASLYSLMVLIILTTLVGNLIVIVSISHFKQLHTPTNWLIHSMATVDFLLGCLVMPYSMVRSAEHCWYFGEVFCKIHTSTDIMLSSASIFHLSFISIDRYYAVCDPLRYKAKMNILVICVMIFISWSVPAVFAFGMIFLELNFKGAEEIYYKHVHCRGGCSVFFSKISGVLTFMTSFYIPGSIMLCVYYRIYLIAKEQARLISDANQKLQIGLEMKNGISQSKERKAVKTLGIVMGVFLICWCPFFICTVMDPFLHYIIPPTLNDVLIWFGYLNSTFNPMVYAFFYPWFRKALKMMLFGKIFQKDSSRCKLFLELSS
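System: CHO RD-HGA16 cells carrying human TAAR1 plus Gα16; Incubation: 17-24 h seeding, 75 min 37 °C dye, 30 min RT; Measured by: Fluo-8 fluorescence, 5 s baseline then 140 s kinetic read; Control set: DMSO and PEA EC100; Replication: single well for each compound.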
TAAR1 antagonist: antagonists of human TAAR1; Q96RJ0; CHO RD-HGA16 TAAR1, Fluo-8 calcium fluorescence, antagonist; inhibition, % at 3 µM; 1.5% of 360,000 active;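 active means inhibition above a per-plate cutoff, the mean inhibition of test compounds on that plate plus 3 SD, cut at about 49% in these data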;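 further: 0% = DMSO plus EC80 beta-PEA response and 100% = DMSO alone without agonist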
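Test system: RD-HGA16 CHO cells with stable hTAAR1 and Gα16 / Probe or stimulus: EC80 β-phenethylamine stimulus / Times: seeding 17-24 h prior, 75-min 37 °C, 30-min RT dye loading / Detection: Fluo-8 calcium-sensitive fluorescence / Read-out basis: % inhibition scaled between DMSO and EC80 PEA controls / Repeats: singlicate, one well per test compound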
OXTR potentiator: human OXTR potentiation; P30559; CHO-OTR cells, Fluo-8 calcium fluorescence, potentiator mode; 0% = oxytocin EC15, 100% = EC100; activation, % at 3 µM; 0.061% of 320,000 active; AID 2445;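 active means activation above that plate's cutoff, the mean activation of tested compounds plus 3 SD, cut at about 6.6% in these data, passing the limit was not always enough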;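 further: 100% uses oxytocin at 75 nM as the full agonist control; some results filed as inactive read as strong as hits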
Target sequence (P30559 whole entry, looked up): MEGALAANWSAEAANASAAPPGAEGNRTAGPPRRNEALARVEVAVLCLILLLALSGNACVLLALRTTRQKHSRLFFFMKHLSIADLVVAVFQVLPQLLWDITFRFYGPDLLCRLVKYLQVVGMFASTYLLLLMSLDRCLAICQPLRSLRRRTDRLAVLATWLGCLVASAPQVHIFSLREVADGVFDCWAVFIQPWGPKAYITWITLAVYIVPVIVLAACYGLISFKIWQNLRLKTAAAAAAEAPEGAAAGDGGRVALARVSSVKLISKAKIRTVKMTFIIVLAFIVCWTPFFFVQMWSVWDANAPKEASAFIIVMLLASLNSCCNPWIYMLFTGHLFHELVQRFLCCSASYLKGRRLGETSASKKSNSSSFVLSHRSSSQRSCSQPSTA
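Measured by – Fluo-8 calcium dye fluorescence · Test system – human OTR in CHO cells · Dosing – one concentration, 3.0 µM compound · Controls – EC15 oxytocin alone as 0%, 75 nM oxytocin as 100% · Evaluation – normalized max/min fluorescence ratio, % activation · Timing – 6 min pre-incubation, 100 s read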
CHO-K1 Ca PAM: M1 PAM counterscreen hit in parental CHO-K1 cells. ATP EC20, Fluo-8 calcium fluorescence; 0% at ATP EC20, 100% at ATP max. activation, % at 3 µM. 0.02% of 360,000 active;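 active means activation above the run cutoff, the mean activation of all test compounds plus 3 SD, cut at about 40% in these data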;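 further: peak over basal fluorescence ratio in a 140 s read after ATP addition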
CHO-K1 Ca ag: M1 agonist counterscreen hit in parental CHO-K1 cells | Fluo-8 calcium fluorescence; scaled to maximal ATP response, vehicle zero | activation, % at 3 µM | 0.48% of 360,000 active; in the data active means activation above about 15%;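 further: untransfected CHO-K1 host cells lacking M1 receptor as counterscreen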
CHO-K1 Ca antag: M1 antagonist counterscreen hit in parental CHO-K1 cells; ATP-induced calcium, Fluo-8 fluorescence; inhibition, % at 3 µM; 0.6% of 360,000 active; AID 602250;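 active means inhibition above a per-plate cutoff, the plate's mean sample inhibition plus 3 SD, cut at about 24% in these data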;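 further: 0% = DMSO plus EC80 ATP and 100% = DMSO alone without ATP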
CHO parental Ca: counter-screen: ATP calcium response change in parental CHO cells; parental CHO-K1, ATP-induced calcium, Fluo-8 fluorescence; inhibition, % at 5.6 µM; 0.63% of 330,000 active; AID 463079;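 active means inhibition above that plate's mean sample inhibition plus 3 SD, cut at about 26% in these data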;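 further: 0% = ATP-challenged DMSO wells and 100% = DMSO wells without ATP; some compounds past the cut are filed as inactive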
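test system = CHO parental line | reagent = ATP stimulus | measured by = intracellular calcium via Fluo-8 no-wash fluorescent dye | control set = ATP and no-ATP DMSO wells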
M1 ag: human M1 muscarinic receptor agonism; P11229; CHO-K1 hM1, Fluo-8 calcium fluorescence, agonist mode; 0% DMSO, 100% acetylcholine EC100; activation, % at 3 µM; 0.33% of 360,000 active;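 active means activation above the run's mean compound activation plus 3 SD, cut at about 16% in these data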;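 further: peak over basal fluorescence ratio within a 140 s kinetic read after compound addition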
* hit, by the source's call; nt = no result given.

SMILES	M1 antag	TAAR1 ag	TAAR1 antagonist	OXTR potentiator	CHO-K1 Ca PAM	CHO-K1 Ca ag	CHO-K1 Ca antag	CHO parental Ca	M1 ag
O=C(/C=C\c1ccccc1)Oc1cccc2cccnc12	11	5	8	-22	7	4.4	-9	11	0
COc1ccc(OC)c(C2=C/C(=C/c3ccccn3)C(=O)O2)c1	5	30	22	-8	3	0.7	-3	-12	-5
Oc1ccc(-c2[nH]ncc2-c2ccc(Cl)cc2)c(O)c1	2	6	14	-6	-3	0.5	11	7	0
CCCCn1c(N)c(N(CC(C)C)C(=O)c2oc3ccc(OC)cc3c2C)c(=O)[nH]c1=O	-18	0	3	-13	12	0.5	3	-10	0
C[C@H](CO)N1C[C@H](C)[C@@H](CN(C)CC2CCCCC2)Oc2ccc(NC(=O)CCN3CCOCC3)cc2C1=O	6	-1	15	-8	6	-0.2	-6	-1	-7
Cc1cccc(NC(=O)c2nc[nH]c2C(=O)NCCCCCCNC(=O)c2[nH]cnc2C(=O)Nc2cccc(C)c2)c1	6	0	4	2	0	0.4	-9	-7	-2
COc1ccccc1NC(=O)C1CCCN(S(=O)(=O)c2ccc3c(c2)CC(C)N3C(C)=O)C1 (stereo not given)	8	2	-12	-8	-11	2.2	-11	-16	0
COc1ccc(NC(=O)c2c(F)c(F)c(F)c(F)c2F)cc1Cl	6	9	20	-10	-6	1.9	32*	-9	-3
O=C1OCCC/C1=C\c1ccc2c(c1)OCO2	-11	1	-18	-6	5	0.4	-10	-8	0
COc1cc([N+](=O)[O-])cc(/C=N/NC(=O)c2cccnc2)c1O	-10	1	-16	6	25	0.4	-12	-5	-3
Nc1nccc(-c2nn(-c3ccc(Cl)cc3)ccc2=O)n1	-15	0	-10	-6	20	0.4	-8	-4	-5
COc1ccc(CN(C)C(=O)c2cccc(C(=O)N(C)Cc3ccc(OC)cc3)c2)cc1	-12	9	29	-6	7	8.3	-5	-25	-1
CC1(C)Cc2nc(-c3ccccc3)nc(SCC(=O)N3CCCC3)c2CO1	0	9	-15	2	-4	0.8	6	-3	-3
CCOC(=O)c1c(NC(=O)CSc2nnc(Cc3ccccc3)o2)sc(C(C)=O)c1C	5	6	17	-6	-4	0.3	20	-13	0
O=C(CNC(=O)c1ccco1)NCC(=O)OCc1ccc(Cl)cc1	-26	4	3	-1	2	0.1	-9	-7	-2
CC(=O)c1cccc(S(=O)(=O)NC2CCCCCC2)c1	-1	6	-29	-6	-1	-0.1	4	-20	-6
CS(=O)(=O)N1CCN(c2ccc([N+](=O)[O-])c(NCc3ccccc3)c2)CC1	-4	-4	-11	-9	7	0.0	2	-16	-4
CCN(CC)S(=O)(=O)c1ccc(NS(=O)(=O)c2ccc(C)c(C)c2)cc1	-2	2	3	-6	1	0.3	-4	-6	-3
CCN(CCCNC(=O)CCc1nc(-c2ccc(OC)cc2)no1)c1cccc(C)c1	-11	3	9	-12	14	2.7	-24	-7	-4
Cc1ccsc1C(=O)OCC(=O)NCc1ccc(Cl)cc1	-2	16	17	-3	-17	0.6	-3	-12	3

Whole records as entered above.
`O=C(/C=C\c1ccccc1)Oc1cccc2cccnc12` as listed: M1 antag: 11; TAAR1 ag: 5; TAAR1 antagonist: 8; OXTR potentiator: -22; CHO-K1 Ca PAM: 7; CHO-K1 Ca ag: 4.4; CHO-K1 Ca antag: -9; CHO parental Ca: 11; M1 ag: 0
`COc1ccc(NC(=O)c2c(F)c(F)c(F)c(F)c2F)cc1Cl` as listed: M1 antag: 6; TAAR1 ag: 9; TAAR1 antagonist: 20; OXTR potentiator: -10; CHO-K1 Ca PAM: -6; CHO-K1 Ca ag: 1.9; CHO-K1 Ca antag: 32*; CHO parental Ca: -9; M1 ag: -3
`Nc1nccc(-c2nn(-c3ccc(Cl)cc3)ccc2=O)n1` as listed: M1 antag: -15; TAAR1 ag: 0; TAAR1 antagonist: -10; OXTR potentiator: -6; CHO-K1 Ca PAM: 20; CHO-K1 Ca ag: 0.4; CHO-K1 Ca antag: -8; CHO parental Ca: -4; M1 ag: -5

The list continues:
SMILES	M1 antag	TAAR1 ag	TAAR1 antagonist	OXTR potentiator	CHO-K1 Ca PAM	CHO-K1 Ca ag	CHO-K1 Ca antag	CHO parental Ca	M1 ag
COc1ccc(N2C(=O)N3[C@H](c4cccc(C)c4)[C@@H]4C(=O)N(Cc5ccccc5)C(=O)[C@@H]4[C@]3(Cc3ccccc3)C2=O)cc1	nt	0	9	-4	nt	nt	nt	-3	nt
COc1cccc(Cn2cc(/C=N/NC(=O)c3cc(O)cc(O)c3)c3ccccc32)c1	-4	0	-12	-9	10	8.7	-11	4	1
CCC(C(=O)OCC(=O)Nc1c(C)nn(-c2ccccc2)c1C)c1ccccc1 (stereo not given)	-18	9	35	-7	-28	2.4	-6	-23	2
O=C(/C=C/c1ccco1)Nc1scc(-c2ccccc2)c1C(=O)O	-6	2	1	0	27	0.8	-16	-2	-3
CCOC(=O)c1sc(=S)n(C)c1C	-8	1	2	-24	6	0.1	1	-13	1
COc1cccc(CNC(=O)CCC2CCCN(C(=O)c3cccc(Cl)c3)C2)c1 (stereo not given)	-1	0	-20	-15	12	0.9	-6	-15	-6
O=C(Nc1nnc(C2CC2)o1)c1ccc(S(=O)(=O)N2CCCCC2)cc1	-14	1	-23	-1	18	0.2	-4	-18	-2
Cc1ccccc1-c1nc2ccccc2c(=O)n1/N=C/c1ccccc1[N+](=O)[O-]	8	9	30	-4	7	1.8	-10	-32	-2
COc1ccc(Cl)cc1S(=O)(=O)N1CCN(C(=O)c2n[nH]c(=O)c3ccccc23)CC1	2	3	-5	0	12	-0.2	-4	-14	-4
Cn1nnc(NC(=S)NC(=O)c2ccc(-c3ccc(Br)cc3)o2)n1	0	-2	1	-3	18	0.5	-15	-17	-3
COC(=O)CSc1ccc2nnc(CCNS(=O)(=O)c3ccccc3)n2n1	-2	2	8	-8	16	0.3	-13	11	-13
Cc1c(C(=O)NCc2ccccc2C(F)(F)F)sc(=O)n1Cc1ccc(S(=O)(=O)N(C)C)cc1	11	6	7	nt	6	1.5	1	nt	-7
Cc1cccc(N(Cc2ccccc2)C(=O)c2ccc(S(C)(=O)=O)cc2)c1	-18	2	-34	-9	8	-0.3	8	-16	-4
C#CC[N+](C)(C)CC#Cc1ccccc1	11	6	4	-8	-11	8.3	11	12	-14
COc1cc(OC)cc(-c2nc(-c3cc4cc(C)ccc4nc3OC)no2)c1	7	1	6	nt	-7	-0.1	10	nt	-4
CCOC(=O)C1=C(CSc2nc3c(cc2C#N)CN(C)CC3)OC(N)=C(C#N)C1c1ccc(F)cc1 (stereo not given)	8	3	16	-2	21	1.6	-8	-17	-5
Cc1cccc(C)c1N1C(=O)c2cccc([N+](=O)[O-])c2C1=O	8	3	-25	0	1	0.6	3	-3	-4
Cc1nc2sc(C(c3ccco3)N3CCC(C)CC3)c(O)n2n1 (stereo not given)	17	0	-5	-2	3	-0.4	-2	-8	-2
O=C(Nc1ccccc1C(=O)O)c1ccc(NC(=O)C2CC2)cc1	-3	-2	-39	-2	12	-0.5	8	0	2
CCc1ccc(OCC(=O)NCc2ccco2)c(Br)c1	-4	7	-11	-11	-4	-0.8	-7	-14	-1
CNC(=O)Nc1ccc(S(N)(=O)=O)cc1	-15	0	-6	-7	-1	1.1	-14	7	-2
O=C1c2cccc3cc([N+](=O)[O-])cc(c23)C(=O)N1CC1CCCO1 (stereo not given)	5	0	-13	0	-14	0.1	3	-4	-3
NS(=O)(=O)c1ccc(NC(=O)COc2cccc3ccccc23)cc1	7	22	-2	-9	4	2.5	-4	2	0
CC(C)(C)NC(=O)N1CCCN(c2ccc(C(F)(F)F)cn2)CC1	-17	-1	0	-2	16	2.8	-10	-17	-3
COC(=O)c1ccc(C2/C(=C(\O)c3ccc4c(c3)OCCO4)C(=O)C(=O)N2CCCN(C)C)cc1 (stereo not given)	14	12	-4	-9	4	-0.2	-2	-4	-2
CC1(C)Nc2ccccc2C(=O)N1NS(=O)(=O)c1ccccc1	-8	3	7	0	23	0.4	-12	-9	-6
O=C(COC(=O)c1cccnc1Cl)Nc1ccc(S(=O)(=O)N2CCOCC2)cc1	-9	1	31	2	-7	0.7	0	-17	-2
CN(CC(=O)Nc1ccc(F)c(F)c1F)C(=O)c1cc(S(=O)(=O)N(C)C)ccc1N1CCCC1	-5	-1	-14	nt	19	3.0	-14	nt	-7
COc1cc(C(=O)Nc2ccc(S(=O)(=O)Nc3nccc(C)n3)cc2)cc(OC)c1OC	4	7	3	-3	-2	0.3	-4	-7	-2
O=C(CCCn1cc([N+](=O)[O-])cn1)NCc1ccccc1	-16	1	-2	-5	19	0.9	-12	-6	-4

Only CHO-K1 Ca PAM and OXTR potentiator, for 4 of the compounds above:
Compound	CHO-K1 Ca PAM	OXTR potentiator
CC1(C)Nc2ccccc2C(=O)N1NS(=O)(=O)c1ccccc1	23	0
O=C(COC(=O)c1cccnc1Cl)Nc1ccc(S(=O)(=O)N2CCOCC2)cc1	-7	2
CN(CC(=O)Nc1ccc(F)c(F)c1F)C(=O)c1cc(S(=O)(=O)N(C)C)ccc1N1CCCC1	19	nt
COc1cc(C(=O)Nc2ccc(S(=O)(=O)Nc3nccc(C)n3)cc2)cc(OC)c1OC	-2	-3

Ordered by value in M1 antag (descending): 3 of the compounds above
compound | M1 antag | M1 ag
CC(=O)c1cccc(S(=O)(=O)NC2CCCCCC2)c1 | -1 | -6
CS(=O)(=O)N1CCN(c2ccc([N+](=O)[O-])c(NCc3ccccc3)c2)CC1 | -4 | -4
Cc1cccc(N(Cc2ccccc2)C(=O)c2ccc(S(C)(=O)=O)cc2)c1 | -18 | -4
